Screening data deposited in PubChem BioAssay by National Center for Advancing Translational Sciences (NCATS).
AMA1-RON2 inh = inhibitors of Plasmodium falciparum AMA1-RON2 interaction; AlphaScreen AMA1-biotinylated RON2 peptide binding; AID 720542; Potency, µM (series often up to 58.2 µM), without a hit: top-dose activity change, negative = inhibition, usual class: inhibitors; 360,000 compounds, 0.2% hits;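 further: potency means the concentration at half of the fitted maximal effect; 0% = vehicle wells and -100% = peptide control; nearly all actives have a fitted effect of over 45% in size; some results filed as inactive show a strong effect at the top dose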
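AMA1 (3D7) with his tag at 25 nM final met compounds first, then biotinylated RON2 peptide at 25 nM; detection used donor plus acceptor beads, 10 µg/mL apiece, read by AlphaScreen after 30 min at room temperature.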
TbPYK inhibitor = T. brucei pyruvate kinase inhibition | Potency, µM (top dose mostly 76.8 µM), for the others: top-dose activity, negative = inhibition, hits mostly inhibitors | 410,000 compounds, 0.12% hits | TbPYK enzyme, Kinase-Glo Plus ATP luminescence, 45 min | AID 624173; further: potency means the concentration at half of the fitted maximal effect; nearly all actives have a fitted effect of over 50% in size
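Readout: single end-point luminescence (Kinase-Glo Plus, 10 min). Reaction conditions were TbPYK/substrate plus 130 uM ADP, 45 min at RT, pH 7.2 TEA buffer. No-enzyme wells served as controls, and data were normalized before concentration-response fitting.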
Sm TGR inh = blocks Schistosoma mansoni thioredoxin glutathione reductase; Q962Y6; purified TGR, DTNB reduction, TNB absorbance 405 nm; Potency, µM (titrated, usually from 114 µM), without a hit: top-dose activity change, negative = inhibition, actives largely listed as inhibitors; 360,000 compounds, 3% hits; further: potency means the concentration at half of the fitted maximal effect; nearly all actives have a fitted effect of over 60% in size
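First, TGR (20 nM dispensed) and NADPH were mixed with compound. Second, a 15 min room-temperature incubation followed. Third, further NADPH and then DTNB were added to start the reaction. Finally, TNB absorbance was monitored kinetically.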
HCMV inh = inhibitors of human cytomegalovirus; 410,000 compounds, 4.5% hits; activity change, negative = inhibition, % at 57.5 µM; HFF cells, HCMV-luciferase reporter, 72 h; active compounds read low; in the data active means activity change below about -60%; inconclusive means no clear call, values can overlap the other calls; inactive means above about -39%
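Two-dose cell screen: HFF monolayers treated with compounds and infected with luciferase-expressing HCMV at 1 PFU/cell, 72 h at 37C, then lysed for luciferase measurement.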
LmPK inhibitor = inhibitors of Leishmania mexicana pyruvate kinase | Potency, µM (doses to about 57.5 µM), for inactives: top-dose activity change, negative = inhibition, hits mostly inhibitors | 290,000 compounds, 0.37% hits | Q27686 | purified LmPK, Kinase-Glo ATP luminescence, 1 h; further: potency means the concentration at half of the fitted maximal effect
Target sequence (Q27686 whole entry, looked up): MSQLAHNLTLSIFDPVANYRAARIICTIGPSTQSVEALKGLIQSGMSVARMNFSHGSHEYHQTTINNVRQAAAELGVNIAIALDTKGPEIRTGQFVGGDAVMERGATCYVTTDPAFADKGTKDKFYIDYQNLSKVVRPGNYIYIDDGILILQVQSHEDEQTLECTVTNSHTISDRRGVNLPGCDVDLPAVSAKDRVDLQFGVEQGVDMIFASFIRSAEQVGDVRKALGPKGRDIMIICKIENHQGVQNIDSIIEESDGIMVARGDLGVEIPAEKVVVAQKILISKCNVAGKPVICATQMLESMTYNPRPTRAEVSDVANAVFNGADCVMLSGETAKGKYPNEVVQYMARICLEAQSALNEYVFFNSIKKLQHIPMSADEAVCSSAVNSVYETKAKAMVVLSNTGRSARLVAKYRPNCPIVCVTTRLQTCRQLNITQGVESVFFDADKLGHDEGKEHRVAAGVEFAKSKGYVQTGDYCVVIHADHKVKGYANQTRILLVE
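Kinase-Glo luminescence read after 1 h RT reaction of 0.1 nM LmPK with 0.5 mM PEP and 0.1 mM ADP. Activity scaled between uninhibited and enzyme-free controls.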
AmpC inh no detg = AmpC beta-lactamase inhibition without detergent; Potency, µM (highest dose often 57.1 µM), for the others: top-dose activity change, negative = inhibition, hits mostly inhibitors; 330,000 compounds, 0.52% hits; P00811; AmpC nitrocefin hydrolysis, absorbance 480 nm, 0.0001% Triton;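 further: potency means the concentration at half of the fitted maximal effect; plate controls were no compound for no effect and no enzyme for full effect; nearly all actives have a fitted effect of over 20% in size; some results filed as inactive show a strong effect at the top dose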
Target sequence (P00811 whole entry, looked up): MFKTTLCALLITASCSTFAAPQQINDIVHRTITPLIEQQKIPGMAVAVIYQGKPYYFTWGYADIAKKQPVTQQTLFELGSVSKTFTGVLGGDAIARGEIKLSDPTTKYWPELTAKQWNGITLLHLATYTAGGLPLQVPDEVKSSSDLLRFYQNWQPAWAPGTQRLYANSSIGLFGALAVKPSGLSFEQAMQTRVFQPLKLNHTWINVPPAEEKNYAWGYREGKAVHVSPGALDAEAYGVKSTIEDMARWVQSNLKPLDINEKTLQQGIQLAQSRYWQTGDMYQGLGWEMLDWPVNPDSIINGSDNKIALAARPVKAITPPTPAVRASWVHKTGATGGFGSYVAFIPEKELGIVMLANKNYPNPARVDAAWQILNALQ
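AmpC (5.3 nM in the dispensed reagent) in 20 mM phosphate pH 7.0 with 0.01% (detergent screen) or 0.0001% Triton X-100 was preincubated with compounds for 15 min at room temperature. Nitrocefin was then added from an 800 uM solution, and hydrolysis was followed at 480 nm.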
AmpC inh detg = inhibitors of E. coli AmpC beta-lactamase with detergent; AmpC hydrolysis of nitrocefin, absorbance 480 nm, 0.01% Triton; Potency, µM (doses to about 114 µM), without a hit: at the highest dose activity change, negative = inhibition, most hits filed as inhibitors; 370,000 compounds, 0.041% hits; AID 485294;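 further: potency means the concentration at half of the fitted maximal effect; 0% = no-compound wells and -100% = no-enzyme wells; nearly all actives have a fitted effect of over 25% in size; some results filed as inactive show a strong effect at the top dose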
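20 mM phosphate pH 7.0 + 0.01% (detergent screen) or 0.0001% Triton X-100; 5.3 nM AmpC reagent; cpd preinc 15 min RT; nitrocefin (800 uM stock) to start; A480 q20 s × 4 min; Activity was normalised to no-enzyme and no-compound control wells.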
Numbers without * were called inactive; ? = inconclusive; · = not tested or not shown; & = joins results of further samples; [ ] = remark or other dose. Unless noted, the call rests on the fitted dose curve; in most records, active means well fitted curve in the direction sought with a large enough effect; inconclusive means small, poorly fitted or top-dose-only effect, or another doubt; inactive means no such curve, though single readings can be large; an effect the other way counts as inactive or inconclusive. Unless noted, on the % scale 0 is the no-effect control and ±100 the full control effect.

Results follow in this order: AMA1-RON2 inh	TbPYK inhibitor	Sm TGR inh	HCMV inh	LmPK inhibitor	AmpC inh no detg	AmpC inh detg
1	O=C(OCc1c(F)cccc1Cl)c1cccc(S(=O)(=O)N2CCOCC2)c1
→ -2%	-3%	5%	?	·	3%	?
2	Cc1cc(/C=C2\C(=O)NC(=O)N(c3ccc(Cl)cc3)C2=O)c(C)n1-c1cccc(C(=O)O)c1
→ -5%	-7%	7.1µM*	-4	7%	-28%	-1%
3	Cc1cc(Cl)ccc1C(O)c1ncc(-c2ccccc2C(F)(F)F)[nH]1 (stereo not given)
→ -5%	-5%	·	-6	·	·	·
4	CC(=O)NCc1ccc(S(=O)(=O)NC2CCN(Cc3ccccc3)CC2)cc1
→ 8%	2%	-2%	17	0%	3%	-14%
5	O=C(Nc1ccc2c(c1)[C@H]1C[C@@H](CC(=O)N3CCOCC3)O[C@@H](CO)[C@H]1O2)C1CCOCC1
→ 4%	5%	·	-8	·	·	·
6	CC1O[C@@H](O[C@H](C)CC[C@@H](C)O)C(O)C[C@H]1O (stereo not given in full)
→ 7%	3%	7%	6	·	-7%	?
7	Cc1ccc(-c2nnc(Nc3ccccc3)c3ccccc23)cc1S(=O)(=O)N1CCOCC1
→ ·	-3%	-4%	-1	·	·	10%
8	O=C(O)Cc1coc2ccc3ccccc3c12
→ 7%	8%	-4%	1	4%	-30%	-19%
9	CC(C)C1Nc2c(C(=O)O)cccc2C(Nc2ccccc2C(=O)O)C1(C)C (stereo not given)
→ 43%[activator]	0%	7%	?	11%	-35%	-9%
10	CCCCN(C(=O)c1cccc(-n2cccc2)c1)c1c(N)n(CCC)c(=O)[nH]c1=O
→ -7%	-2%	0%	-22	·	-13%	?
11	CCCn1c(=O)[nH]c(=O)c2[nH]cnc21
→ -5%	-7%&3%	-11%	-16	2%	-8%	-9%
12	Cc1ccc(C(C)C)c(OCCn2cc(C(=O)c3ccco3)c3ccccc32)c1
→ ·	1%	4%	-14	·	·	25%
13	CCC(CC)NC(=O)c1n[nH]c(=O)c2ccccc12
→ -1%	0%	-25%	49	2%	-4%	2%
14	CC(=O)c1ccc(NC(=O)c2cc(C3CC3)nc3c2c(C)nn3-c2ccc(C)cc2)cc1
→ ·	-1%	10%	29	·	·	26%
15	Cc1cc(Cl)ccc1OCCCC(=O)NC1CCN(C)CC1
→ 2%	1%	2%	-8	5%	42%	5%
16	CCCCCC1C(=O)N2C=C(c3ccccc3)c3ccccc3N2C1=O (stereo not given)
→ -3%	-28%	·	-10	·	·	·
17	C=Cc1ccc(CSc2nc(-c3ccc(Cl)cc3)nc3c2Cc2c(CO)cnc(C)c2O3)cc1
→ ·	-2%	-10%	8	·	·	2%
18	O=S1(=O)NC(=NCc2ccccc2)c2ccccc21
→ 1%	-8%	9%	?	-2%	-15%	-12%
19	O=C(NCc1ccco1)C1CCCN1C(=O)Nc1cccc(Cl)c1 (stereo not given)
→ 1%	-8%	·	11	6%	-1%	-4%
20	Cc1cccc(CS(=O)(=O)Cc2ccc(C(=O)NCc3cccs3)o2)c1
→ 0%	2%	35µM*	96	10%	-26%	-4%
21	O=C(/C=C/c1ccc([N+](=O)[O-])cc1)c1ccco1
→ 6%	-3%	-27%	16	-3%	-13%	-10%
22	O=C(CN1CCN(Cc2ccccc2)CC1)c1c[nH]c2ccccc12
→ 13%	-2%	-33%	24	1%	-8%	-14%
23	O=C(CSc1nnc(-c2ccccc2Cl)o1)Nc1ccc2c(c1)OCCO2
→ -13%	-7%	0%	337	0%	-20%	?
24	CCOc1cc(N2CCOCC2)c(OCC)cc1NC(=O)Cc1ccccc1
→ -19%	-1%	-23%	-20	3%	60%	1%
25	CCCC(C)NC(=O)C1CCN(S(=O)(=O)c2ccccc2)CC1 (stereo not given)
→ -2%	-18%	6%	29	-7%	-1%	1%
26	C=CCn1c(CSc2nc3ccccc3s2)nnc1SCC(=O)NCc1ccccc1
→ -1%	-9%	-11%	3	2%	4%	0%
27	Cc1ccc(C)c(S(=O)(=O)NCc2ccc(C(=O)N3CCOCC3)cc2)c1
→ 14%	-2%	?	9	-1%	10%	1%
28	CN(CCC#N)C(=O)COC(=O)c1ccc2c(c1)C(=O)N(C1CCCCC1)C2=O
→ -12%	1%	3%	-3	-5%	1%	2%
29	COc1ccc(OCC2c3cc(OC)c(OC)cc3CCN2C(=O)c2ccc(F)cc2)cc1 (stereo not given)
→ ·	8%	5%	21	·	·	9%
30	c1ccc(N2CCN(c3cccc(-c4cc5ccccc5s4)n3)CC2)nc1
→ 15%	9%	·	5	·	·	·
31	COc1ccc(CNc2ccc3cn[nH]c3c2)c(OC)c1OC
→ -3%	-1%	-10%	73	5%	-29%	-19%
32	Cc1ccc(S(=O)(=O)Nc2cccnc2)c(C)c1C
→ -2%	-2%	-12%	?	2%	-15%	?
33	O=C(NCC(c1ccc(F)cc1)N1CCOCC1)c1ccccc1F (stereo not given)
→ 9%	3%	13%	-27	4%	-9%	8%
34	CC(C(=O)NCC1CCCO1)N(C(=O)c1snc(C(N)=O)c1N)c1cccc(F)c1 (stereo not given)
→ 0%	-2%	27%	20	0%	33%	-9%
35	CCn1nc(C)c(CN2CCc3c([nH]c4ccccc34)C2c2ccc(F)c(OC)c2)c1C (stereo not given)
→ 40µM*	4%	-7%	-76*	2%	97%[activator]	11%
36	CCOc1ccc(NS(=O)(=O)c2ccc(C)c(C(=O)NCCCn3ccnc3)c2)cc1
→ 7%	2%	12%	-23	-4%	-1%	7%
37	CCCCNc1ccc(C(CC(N)=O)NC(=O)Cc2cccc3ccccc23)cc1[N+](=O)[O-] (stereo not given)
→ -8%	-5%	2%	9	9%	-19%	4%
38	NNP(=O)(CC(=O)c1ccccc1)c1ccccc1 (stereo not given)
→ 11%	0%	12%	?	1%	6%	-1%
39	Cc1oc(-c2ccc(Cl)cc2)nc1CSCC(=O)NC1CCN(Cc2ccccc2)CC1
→ -3%	-6%	0%	-85*	4%	150%[activator]	-6%
40	COc1ccc(CN(C)C(=O)CCCNC(=O)c2ccc(Cl)cc2)cc1
→ 23%	-4%	-10%	-16	0%	18%	-1%
41	CC(=O)Oc1cc2c3c(c1)/C(=C1/SC(=S)NC1=O)C(=O)N3C(C)(C)C=C2C
→ -4%	-7%	20%	-66*	-10%	-32%	2%
42	O=C(COc1ccc(Cl)cc1)Nc1cc(S(=O)(=O)N2CCCCC2)ccc1N1CCCCC1
→ -11%	0%	-11%	-7	4%	-28%	?
43	O=C(CN(Cc1ccc(F)cc1)C(=O)c1csnn1)NCc1ccc2c(c1)OCO2
→ 9%	-6%	2%	-11	0%	4%	2%
44	Cn1c(=O)c2c(nc3n2CCCN3CCc2ccccc2)n(C)c1=O
→ 3%	-1%	1%	12	-7%	19%	?
45	O=C(N/C(=C/c1cccs1)C(=O)N1CCOCC1)c1ccco1
→ 4%	-5%	-5%	-21	-3%	-24%	1%

Copied from above for reference:
Results follow in this order: AMA1-RON2 inh	TbPYK inhibitor	Sm TGR inh	HCMV inh	LmPK inhibitor	AmpC inh no detg	AmpC inh detg
32	Cc1ccc(S(=O)(=O)Nc2cccnc2)c(C)c1C
→ -2%	-2%	-12%	?	2%	-15%	?
33	O=C(NCC(c1ccc(F)cc1)N1CCOCC1)c1ccccc1F (stereo not given)
→ 9%	3%	13%	-27	4%	-9%	8%
34	CC(C(=O)NCC1CCCO1)N(C(=O)c1snc(C(N)=O)c1N)c1cccc(F)c1 (stereo not given)
→ 0%	-2%	27%	20	0%	33%	-9%
35	CCn1nc(C)c(CN2CCc3c([nH]c4ccccc34)C2c2ccc(F)c(OC)c2)c1C (stereo not given)
→ 40µM*	4%	-7%	-76*	2%	97%[activator]	11%
36	CCOc1ccc(NS(=O)(=O)c2ccc(C)c(C(=O)NCCCn3ccnc3)c2)cc1
→ 7%	2%	12%	-23	-4%	-1%	7%
37	CCCCNc1ccc(C(CC(N)=O)NC(=O)Cc2cccc3ccccc23)cc1[N+](=O)[O-] (stereo not given)
→ -8%	-5%	2%	9	9%	-19%	4%
38	NNP(=O)(CC(=O)c1ccccc1)c1ccccc1 (stereo not given)
→ 11%	0%	12%	?	1%	6%	-1%
39	Cc1oc(-c2ccc(Cl)cc2)nc1CSCC(=O)NC1CCN(Cc2ccccc2)CC1
→ -3%	-6%	0%	-85*	4%	150%[activator]	-6%
40	COc1ccc(CN(C)C(=O)CCCNC(=O)c2ccc(Cl)cc2)cc1
→ 23%	-4%	-10%	-16	0%	18%	-1%
41	CC(=O)Oc1cc2c3c(c1)/C(=C1/SC(=S)NC1=O)C(=O)N3C(C)(C)C=C2C
→ -4%	-7%	20%	-66*	-10%	-32%	2%
42	O=C(COc1ccc(Cl)cc1)Nc1cc(S(=O)(=O)N2CCCCC2)ccc1N1CCCCC1
→ -11%	0%	-11%	-7	4%	-28%	?
43	O=C(CN(Cc1ccc(F)cc1)C(=O)c1csnn1)NCc1ccc2c(c1)OCO2
→ 9%	-6%	2%	-11	0%	4%	2%
44	Cn1c(=O)c2c(nc3n2CCCN3CCc2ccccc2)n(C)c1=O
→ 3%	-1%	1%	12	-7%	19%	?
45	O=C(N/C(=C/c1cccs1)C(=O)N1CCOCC1)c1ccco1
→ 4%	-5%	-5%	-21	-3%	-24%	1%

(listing goes on)
Results follow in this order: AMA1-RON2 inh	TbPYK inhibitor	Sm TGR inh	HCMV inh	LmPK inhibitor	AmpC inh no detg	AmpC inh detg
46	COc1ccccc1NC(=O)COc1ccc(C(=O)OCC(=O)N2CCCC2=O)cc1OC
→ -4%	6%	2%	-14	6%	22%	-12%
47	Cc1ccc(NC(=O)CSc2nc(-c3ccco3)nc3cc(=O)[nH]n23)cc1C
→ ·	-4%	22µM*	-8	·	·	0%
48	COc1ccc2[nH]c(C(=O)N3CCN(C)CC3)c(C)c2c1
→ -4%	5%	1%	27	-3%	-6%	0%
49	c1c2c(cc3sc(N4CCCCC4)nc13)OCO2
→ -26%	?	-9%	5	7.1µM*	-2%	-10%
50	COC(=O)c1cc(S(=O)(=O)NCCN2CCN(c3ccccc3F)CC2)c[nH]1
→ -4%	6%	5%	-21	4%	-15%	6%
51	COc1ccc(CCNC(=O)c2cc3c(=O)n4ccccc4nc3n(C3CCCCC3)c2=N)cc1
→ 4%	7%	-6%	-7	-5%	21%	-1%
52	COc1ccc(-n2c(SCC(=O)NCc3ccccc3)nc3n[nH]c(C)c3c2=N)cc1
→ ·	-1%	6%	2	·	·	-2%
53	Cc1csc(SCC(=O)Nc2sccc2C#N)n1
→ -2%	-3%	-16%	96	-4%	-26%	0%
